# Assay outcomes: PubChem, The Scripps Research Institute Molecular Screening Center
# PAFAH1B2 inh – blocks human PAF acetylhydrolase 1b catalytic subunit 2; hit rate 1.2% among 340,000; P68402; inhibition, % at 3.39 µM; AID 492953; recombinant PAFAH1B2, FP-rhodamine activity probe, fluorescence polarization;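 active = inhibition above the mean of all tested compounds plus 3 SD, cut at about 24% in these data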;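 note: 0% = enzyme with DMSO and 100% = wells lacking PAFAH1B2; many of its hits are not listed in these tables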
# Target sequence (P68402 whole entry, looked up): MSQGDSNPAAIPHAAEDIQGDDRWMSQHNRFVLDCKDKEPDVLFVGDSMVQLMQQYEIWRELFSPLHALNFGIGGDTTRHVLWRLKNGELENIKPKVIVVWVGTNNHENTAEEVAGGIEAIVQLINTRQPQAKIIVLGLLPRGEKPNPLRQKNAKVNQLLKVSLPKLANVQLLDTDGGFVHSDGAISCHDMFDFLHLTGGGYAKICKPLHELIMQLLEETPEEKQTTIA
# PME-1 primary – blocks human protein phosphatase methylesterase 1; Q9Y570; recombinant PME-1, FP-Rh probe fluorescence polarization; inhibition, % at 5.9 µM; hit rate 0.53% among 320,000; AID 2130;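 active = inhibition above the campaign mean of all compounds plus 3 SD, cut at about 26% in these data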;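 note: competitive labeling of PME-1 active site by serine hydrolase directed probe; 0% = PME-1 with DMSO and 100% = wells lacking PME-1 enzyme; inhibitors block probe labeling so polarization falls and inhibition rises; many of its hits are not listed in these tables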
# LYPLA1 counter – blocks human lysophospholipase 1, a PME1 counter-screen; recombinant LYPLA1, FP-Rh probe fluorescence polarization; O75608; inhibition, % at 5.9 µM; hit rate 0.16% among 320,000;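 active = inhibition above the mean of all tested compounds plus 3 SD, set per campaign, cut at about 14% in these data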;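 note: inhibitors block serine hydrolase probe labeling of LYPLA1 so polarization falls; 0% = enzyme with DMSO and 100% = wells lacking LYPLA1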
# PAD4 FP inh – inhibitors of human PAD4; hit rate 0.41% among 330,000; Q9UM07; inhibition, % at 6.36 µM; AID 485272; recombinant PAD4, RCA probe fluorescence polarization;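 active = percent inhibition above a cutoff equal to the mean of all tested compounds plus 3 SD, cut at about 15% in these data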;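 note: 0% = PAD4 with RCA probe and DMSO and 100% = probe without PAD4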
# Target sequence (Q9UM07 whole entry, looked up): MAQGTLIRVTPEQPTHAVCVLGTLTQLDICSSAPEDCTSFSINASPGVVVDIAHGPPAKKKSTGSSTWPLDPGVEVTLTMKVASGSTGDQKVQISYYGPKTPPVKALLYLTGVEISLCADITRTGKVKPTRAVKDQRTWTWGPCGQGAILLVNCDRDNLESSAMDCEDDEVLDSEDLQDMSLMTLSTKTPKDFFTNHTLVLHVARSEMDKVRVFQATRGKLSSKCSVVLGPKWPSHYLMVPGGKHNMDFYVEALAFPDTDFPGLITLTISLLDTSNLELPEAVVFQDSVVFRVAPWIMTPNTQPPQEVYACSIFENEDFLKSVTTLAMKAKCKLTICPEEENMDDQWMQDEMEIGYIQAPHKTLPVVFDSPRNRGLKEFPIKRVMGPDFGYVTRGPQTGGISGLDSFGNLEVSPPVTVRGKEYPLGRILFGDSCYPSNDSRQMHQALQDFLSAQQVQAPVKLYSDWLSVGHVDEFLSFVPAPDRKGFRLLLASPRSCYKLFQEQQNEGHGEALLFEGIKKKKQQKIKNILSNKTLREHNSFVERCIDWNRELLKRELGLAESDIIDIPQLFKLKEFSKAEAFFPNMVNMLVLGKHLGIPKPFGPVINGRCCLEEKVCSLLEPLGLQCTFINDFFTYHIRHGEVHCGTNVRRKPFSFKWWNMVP
# LYPLA2 counter – counter-screen for PME1 inhibitors: inhibitors of human LYPLA2; O95372; AID 2177; hit rate 0.38% among 320,000; inhibition, % at 5.9 µM; recombinant LYPLA2, FP-Rh probe fluorescence polarization;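 active = inhibition above the screen-wide mean plus 3 SD, limit set per campaign, cut at about 26% in these data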;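 note: 0% = LYPLA2 with DMSO and 100% = wells lacking LYPLA2 enzyme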
# PAFAH1B3 FP inh – PAFAH1B3 (human) inhibition; Q15102; recombinant PAFAH1B3, FP-rhodamine probe, fluorescence polarization; inhibition, % at 3.39 µM; hit rate 0.28% among 340,000;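 active = inhibition above the screen-wide average of all tested compounds plus 3 SD, cut at about 25% in these data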;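 note: 0% = enzyme with DMSO only and 100% = wells lacking PAFAH1B3 protein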
# pPAFAH FP inh – pPAFAH (human) enzyme inhibition. Q13093. recombinant pPAFAH, FP-rhodamine probe fluorescence polarization. inhibition, % at 3.39 µM. hit rate 1.5% among 330,000. AID 463082;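 active = inhibition above the mean inhibition across the screen plus 3 SD, cut at about 25% in these data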;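 note: inhibitors block binding of the rhodamine activity-based probe so polarization drops; 0% = enzyme with DMSO and 100% = wells lacking pPAFAH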
# GSTO1 inh – GSTO1 inhibition, counter-screen for RBBP9 inhibitors; P78417; recombinant GSTO1, activity-based probe fluorescence polarization; inhibition, % at 5.96 µM; hit rate 1.1% among 300,000; AID 1974;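 active = inhibition above the campaign mean inhibition plus 3 SD, cut at about 35% in these data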;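 note: 0% = GSTO1-1 with DMSO and 100% = wells lacking GSTO1-1 enzyme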
# PAFAH2 FP inh – inhibitors of human PAFAH2. Q99487. recombinant PAFAH2, FP-rhodamine activity probe, fluorescence polarization. inhibition, % at 3.39 µM. hit rate 0.99% among 340,000. AID 492956;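 active = inhibition above the mean over all tested compounds plus 3 SD, cut at about 30% in these data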;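 note: inhibitors block probe labeling of enzyme so polarization drops; 0% = enzyme with DMSO and 100% = wells lacking PAFAH2 protein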
# * = called active by the depositor; / = no result given. Not all compounds are listed. The share of hits here may be higher or lower than overall.
SMILES,PAFAH1B2 inh,PME-1 primary,LYPLA1 counter,PAD4 FP inh,LYPLA2 counter,PAFAH1B3 FP inh,pPAFAH FP inh,GSTO1 inh,PAFAH2 FP inh
Nc1nc(N2CCN(C(c3ccccc3)c3ccccc3)CC2)n[nH]1,6,-5,2,-4,2,2,1,-2,0
CCCn1c(C(=O)OC)cc2c1ccn2-c1ccc(F)cc1,-4,4,2,6,-2,1,4,-2,2
COc1ccccc1CCNC(=O)C(=O)NCC1OCCN1S(=O)(=O)c1ccccc1 (configuration not stated),8,-3,-1,1,-2,-1,12,-2,0
CCOc1ccc(CCNC(=O)COC(=O)CCS(=O)(=O)c2ccc(C)cc2)cc1OCC,2,0,1,2,0,2,15,6,0
COc1ccc(NC(=O)NN2CCN(C)CC2)c(OC)c1,-4,3,3,1,2,1,4,4,-10
Cc1ccc(CC(=O)N2CCN(S(=O)(=O)c3ccccc3)CC2)cc1C,1,-1,-4,2,-3,-1,2,-8,-3
COCCN(Cc1ccccc1)C(=O)c1cccc(S(=O)(=O)N2CCN(c3ccccc3)CC2)c1,2,6,-1,3,-5,4,-2,-8,-1
CCn1c(C)nc2cc(C(=O)NNS(=O)(=O)c3c(F)cc(F)c(Cl)c3F)ccc21,-1,-5,7,-1,11,2,-2,13,4
CCOc1ccc(N=C/C=C/c2ccccc2)c(O)c1,0,58*,3,26*,4,2,32*,54*,0
COc1ccc(-c2onc(C)c2-c2cnn(-c3ccccc3)c2)c(O)c1C,3,-2,-5,1,-5,3,-3,10,2
Cc1ccc(NC2=C/C(=N/S(=O)(=O)c3cccs3)c3ccccc3C2=O)cc1C,-3,4,-2,-17,0,10,-2,30,1
Cc1nccn1CC(=O)N/N=C/c1cccc(O)c1,0,0,0,0,3,5,-2,7,2
O=c1[nH]nc(SCc2nc3ccccc3s2)n1C1CC1,-3,0,-1,0,18,-6,4,3,6
O=C(c1cccc(S(=O)(=O)N2CCOCC2)c1)N1CCN(S(=O)(=O)c2cccs2)CC1,-1,2,2,1,4,2,5,3,-2
CC(C)(C)n1cnc2cc(NS(=O)(=O)c3ccccc3)ccc21,3,5,1,-3,4,-6,1,4,-8
COc1ccc(C2CC(c3ccccc3)=NN2C(=S)Nc2ccccc2)cc1 (configuration not stated),-2,3,0,5,-5,3,3,0,-3
CCc1nnc(NC(=O)CSc2nnc(-c3cccnc3)n2C)s1,/,-1,0,-2,-1,/,-6,-3,/
CCOC(=O)Cc1nnc(Nc2cccc(O)c2)c2ccccc12,6,4,-1,-4,-3,1,1,-6,9
COc1ccc(C)cc1NC(=O)C1CCN(C(=O)c2ccco2)CC1,2,1,3,4,2,1,4,8,-6
CS(=O)(=O)N(Cc1ccccc1)c1ccc(C(=O)NC2CCCCC2O)cc1 (configuration not stated),5,-1,-1,-1,3,3,3,3,-8
Cc1occc1C(=O)NCc1nc(-c2ccccc2)no1,5,-4,-2,3,-2,-1,4,-3,0
N=C1/C(=C/c2ccc(-c3cccc(C(=O)O)c3)o2)C(=O)N=C2SC(CC(=O)N3CCOCC3)=NN12,11,-16,1,-2,5,30*,14,-33,14
O=C(NCCCN1CCCC1=O)c1cc(-c2ccc(F)cc2)nc2ccccc12,-4,/,/,1,/,0,-2,/,-2
CC1CC(C(F)(F)F)n2ncnc2N1 (configuration not stated),3,1,2,0,10,8,1,9,-1
Fc1ccc(/C=N/NC2=Nc3cccc4cccc2c34)cc1,-9,20,-7,-7,-5,-1,5,-7,5
CC(C)C(C(=O)NCC1CCCO1)N(C(=O)CNS(=O)(=O)c1ccccc1)C1CCCCC1 (configuration not stated),3,2,3,0,4,-5,4,2,6
COC/C=C/C1=CC2=CC(=O)C(C)(OC(=O)c3cnc4ccccc4n3)C(=O)C2=CN1c1ccccc1 (configuration not stated),/,8,1,-1,3,/,15,38*,/
O=C(CCC(=O)c1ccc(Oc2ccccc2)cc1)Nc1cccc(Cl)c1,-3,3,0,1,1,9,-8,2,1
C=CCN(C(=O)Nc1ccccc1)C1CC(=O)N(c2ccc(OC)cc2)C1=O (configuration not stated),-1,3,-1,-2,-2,6,11,-3,5
COC(=O)c1cc(C#N)c(N2CCN(C)CC2)nc1C,2,3,-1,-2,3,7,0,1,-7
O=C(Cn1cc2c(n1)CCCCC2)Nc1c(F)c(F)cc(F)c1F,2,-5,4,-2,-3,-4,-1,-3,-2
O=C(O)c1ccccc1Nc1cccc(C(F)(F)F)c1,13,/,/,1,/,6,10,/,6
COC(=O)c1cc(C(=O)N2CCc3ccccc32)cc([N+](=O)[O-])c1,9,-2,3,-1,2,3,0,15,2
O=C(Nc1ccc(F)cc1F)N1CCCC(c2nc(-c3ccc(F)cc3)no2)C1 (configuration not stated),-4,-1,0,-5,8,1,7,-1,2
COc1ccccc1NC(=O)CCSc1nnc(-c2ccc(O)cc2)o1,3,0,-5,3,-3,5,-2,0,4
Cc1ccc(S(=O)(=O)/N=C2\C=C(Nc3cccc(C(=O)O)c3)C(=O)c3ccccc32)c(C)c1,30*,23,-4,66*,4,63*,27*,93*,58*
Cc1ccc2[nH]c(O)c(N=Nc3nc4ccccc4s3)c2c1,5,9,-3,3,-4,-2,0,8,55*
Cn1c(SCC(=O)Nc2ccc(NC(=O)c3ccccc3)cc2)nnc1-c1ccncc1,-1,-5,0,-4,5,4,3,-5,2
CCCN(Cc1cc2cccc(C)c2[nH]c1=O)C(=O)c1cccc(OC)c1,-2,-3,0,-3,2,-3,2,10,4
Cc1cc(Br)ccc1NC(=O)CN1C(=O)C2CC=CCC2C1=O (configuration not stated),5,7,-3,0,-5,0,2,/,1
COC(=O)CN1C(=O)C(O)(CC(=O)c2ccccc2)c2ccccc21 (configuration not stated),-5,0,3,-10,-1,4,6,3,5
CCC1CCCCN1CCCNC(=O)c1cc2c(=O)oc3ccc(C)cc3c2s1 (configuration not stated),3,-13,-4,1,-6,2,2,-5,-1
Cc1cccc(-n2cc[nH]c2=S)c1,0,-3,-2,9,-1,6,1,2,-5
O=C(Nc1cc([N+](=O)[O-])ccc1F)c1ccc2c(c1)OCCO2,-3,-11,-3,7,-3,14,-9,-3,4
c1ccc2[nH]c(NCCN3CCOCC3)nc2c1,3,-2,1,2,2,7,5,-2,4
Cc1onc(-c2ccccc2)c1C(=O)Nc1nnc(CC(C)(C)C)s1,1,0,-2,1,3,-3,-3,-1,2
COc1ccccc1NC(C)C(=O)N/N=C/c1cccs1 (configuration not stated),1,-6,1,2,4,7,2,-1,8
CCCc1cc(=O)[nH]c(SCC(=O)Nc2sc(C(N)=O)c(C)c2C(=O)OCCOC)n1,3,4,-5,0,4,3,2,/,-1
CCOC(=O)N1CCC(N2Cc3cccc(C(=O)NCc4ccc(C)cc4)c3C2=O)CC1,1,-1,-1,0,2,5,0,4,-15
O=C(NC1=NCCS1)NC12CC3CC(CC(C3)C1)C2,13,-1,1,2,-4,12,2,5,2
CCc1ccccc1NC(=O)CSC1=C(C#N)C(c2ccc3c(c2)OCO3)C2=C(CCCC2=O)N1 (configuration not stated),-3,4,0,5,8,6,13,10,8
CN(c1ccc(C(=O)NC2CCCC2)cc1)S(=O)(=O)c1ccccc1,-1,-3,-5,4,0,0,3,-2,10
Cc1ccc(NC(=O)CNc2ccccc2CN(C)C2CCCCC2)cc1,0,0,0,0,-9,7,2,1,-4
COc1ccc(NC(=O)CCc2nc(-c3ccc(C)cc3)no2)c(OC)c1,2,4,2,4,2,2,6,-7,-6
S=c1sc(SCCOc2ccccc2)nn1-c1ccccc1,3,1,0,-2,-6,9,5,0,3
COC(=O)Cn1c(O)c(N=NC(=O)c2ccc3c(c2)OCO3)c2ccccc21,5,-6,-2,2,0,-10,-8,-5,3
COCCNC(=O)/C(C#N)=C/c1ccc(C)o1,/,-3,-1,-4,-1,/,-8,7,/
CCN1CCN(CC(=O)Nc2ccc(Cl)c(S(=O)(=O)N(C)C)c2)CC1,-2,-6,4,-2,0,1,-5,6,0
CSc1c(CC(=O)Nc2ccccc2C(F)(F)F)n(Cc2ccccc2)c2ccccc12,6,1,1,1,-6,6,-1,3,0
CCn1c(Cc2cccn2C)nnc1SCC(=O)c1ccc(C)cc1,3,-5,1,-4,0,-4,6,8,5
# Continuation.
SMILES,PAFAH1B2 inh,PME-1 primary,LYPLA1 counter,PAD4 FP inh,LYPLA2 counter,PAFAH1B3 FP inh,pPAFAH FP inh,GSTO1 inh,PAFAH2 FP inh
O=C(c1cccnc1)N1CCN(S(=O)(=O)c2ccc(S(=O)(=O)N3CCCC3)cc2)CC1,-2,-5,-3,3,2,6,-5,1,1
Cc1ccc(S(=O)(=O)CCc2nc3ccccc3[nH]2)cc1,6,-9,0,2,-1,6,-4,10,-1
CCC(C)Sc1ccc([C@H]2N[C@@](C)(C(=O)OC)[C@H]3C(=O)N(C)C(=O)[C@@H]23)cc1OC (some centres not stated),2,1,0,1,6,5,6,6,12
CCOC(=O)CSc1nnc(COc2cccc(C)c2)o1,/,4,2,-3,2,/,5,7,/
COc1ccc(C(=O)N2CCN(c3ccc(NC(=O)c4cccs4)cc3)CC2)cc1,-1,-8,1,-4,7,2,4,-2,-2
COc1cccc(-n2c(N)cc(=O)nc2SCC(=O)N2CCN(c3ccccc3)CC2)c1,2,3,4,-3,8,2,4,4,-6
Cc1ccc(NC(=O)c2ccco2)c(NC(=O)c2cccs2)c1,0,2,2,-1,7,3,8,8,-3
COc1ccc(CNC(=O)C(=O)NCC(c2ccco2)N2CCOCC2)cc1 (configuration not stated),1,3,-1,1,-3,5,-1,-5,-1
COc1ccccc1-c1nnc(NC(=O)c2ccc(S(=O)(=O)N(C)CC3CCCO3)cc2)o1 (configuration not stated),1,-5,4,-6,9,6,4,12,4
CCN(CC)S(=O)(=O)c1cccc(C(=O)Nc2ccccc2C(=O)N2CCOCC2)c1,-3,-9,2,-7,-6,8,5,3,1
Cc1ccc(NC2=NC(c3ccc(O)cc3)n3c(nc(C)cc3=O)N2)cc1 (configuration not stated),5,-7,-9,2,-7,6,-2,-9,-5
CCC(C)Sc1nnc(CNS(=O)(=O)c2ccc(F)cc2)n1C (configuration not stated),1,-1,1,5,2,5,8,4,3
Cc1cc(C2=NNC(=NC3CCCCC3)SC2)c(C)n1-c1c(C)n(C)n(-c2ccccc2)c1=O,1,-1,-1,-5,-1,2,9,4,9
Cc1ccc(NC(NC(=O)c2cccs2)C(Cl)(Cl)Cl)cc1 (configuration not stated),0,-1,-4,-4,5,11,3,-4,9
COc1cccc(CSc2nccn2C)c1,4,1,-3,-1,-2,-1,5,-4,4
Cc1cc(C(=O)COc2cccnc2[N+](=O)[O-])c(C)n1Cc1cccs1,6,0,4,-3,16,5,11,13,3
COc1cccc(N2CCN(S(=O)(=O)c3ccc4c(c3)NC(=O)CS4)CC2)c1,0,9,-1,-1,0,5,7,-2,3
Cc1ccc(C)c(NC(=O)NNC(=O)c2ccc3ccccc3c2O)c1,6,3,0,-3,4,40*,14,-5,-1
